PGE2 EP2 inh – human EP2 receptor antagonists, primary screen, TR-FRET cAMP, C6 glioma cells | actives 0.52% (n = 260,000) | Prostaglandin E2 receptor EP2 subtype (Homo sapiens), P43116 | C6 glioma cells expressing human EP2; cells stimulated with saturating PGE2 | inhibition, % at 25 µM | AID 1422, 2008;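 active = percent inhibition above 40 after rounding to a whole number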;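 note: rat C6 glioma host cells with rolipram phosphodiesterase inhibitor present; the protocol text gives 20 µM as final concentration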
Hck Nef HTS – inhibitors of Nef-activated human Hck kinase, primary screen, biochemical, Z-Lyte FRET, 384-well, Hck-YEEI; inhibition, % at 20 µM; AID 463187, 2010; actives 0.68% (n = 220,000); Recombinant Hck-YEEI plus Nef, Z-Lyte FRET kinase assay; Tyrosine-protein kinase HCK (Homo sapiens), P08631;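 active = Hck-Nef kinase inhibition above about 50%, limit read from the data; inactive = inhibition below that limit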;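 note: 0% = DMSO with Hck plus Nef and 100% = Hck alone without Nef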
PERK inh – block of dimerizer-induced PERK translation repression, primary screen, PERK inhibitor project, CHO PERK-DD cells, SEAP luminescence, HTS; Eukaryotic translation initiation factor 2-alpha kinase 3 (Homo sapiens), Q9NZJ5; CHO PERK-DD fusion, SEAP luminescence translation reporter; inhibition, % at 5.6 µM; actives 0.17% (n = 220,000);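 active = inhibition above the mean inhibition of all tested compounds plus 3 SD, set separately per screening campaign, cut at about 2.9% in these data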;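 note: PERK kinase domain activated by AP20187 dimerizer at 100 nM; 0% = DMSO with dimerizer and 100% = rapamycin at 8.4 µM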
Target sequence (Q9NZJ5 whole entry, looked up, the tested form may be a part): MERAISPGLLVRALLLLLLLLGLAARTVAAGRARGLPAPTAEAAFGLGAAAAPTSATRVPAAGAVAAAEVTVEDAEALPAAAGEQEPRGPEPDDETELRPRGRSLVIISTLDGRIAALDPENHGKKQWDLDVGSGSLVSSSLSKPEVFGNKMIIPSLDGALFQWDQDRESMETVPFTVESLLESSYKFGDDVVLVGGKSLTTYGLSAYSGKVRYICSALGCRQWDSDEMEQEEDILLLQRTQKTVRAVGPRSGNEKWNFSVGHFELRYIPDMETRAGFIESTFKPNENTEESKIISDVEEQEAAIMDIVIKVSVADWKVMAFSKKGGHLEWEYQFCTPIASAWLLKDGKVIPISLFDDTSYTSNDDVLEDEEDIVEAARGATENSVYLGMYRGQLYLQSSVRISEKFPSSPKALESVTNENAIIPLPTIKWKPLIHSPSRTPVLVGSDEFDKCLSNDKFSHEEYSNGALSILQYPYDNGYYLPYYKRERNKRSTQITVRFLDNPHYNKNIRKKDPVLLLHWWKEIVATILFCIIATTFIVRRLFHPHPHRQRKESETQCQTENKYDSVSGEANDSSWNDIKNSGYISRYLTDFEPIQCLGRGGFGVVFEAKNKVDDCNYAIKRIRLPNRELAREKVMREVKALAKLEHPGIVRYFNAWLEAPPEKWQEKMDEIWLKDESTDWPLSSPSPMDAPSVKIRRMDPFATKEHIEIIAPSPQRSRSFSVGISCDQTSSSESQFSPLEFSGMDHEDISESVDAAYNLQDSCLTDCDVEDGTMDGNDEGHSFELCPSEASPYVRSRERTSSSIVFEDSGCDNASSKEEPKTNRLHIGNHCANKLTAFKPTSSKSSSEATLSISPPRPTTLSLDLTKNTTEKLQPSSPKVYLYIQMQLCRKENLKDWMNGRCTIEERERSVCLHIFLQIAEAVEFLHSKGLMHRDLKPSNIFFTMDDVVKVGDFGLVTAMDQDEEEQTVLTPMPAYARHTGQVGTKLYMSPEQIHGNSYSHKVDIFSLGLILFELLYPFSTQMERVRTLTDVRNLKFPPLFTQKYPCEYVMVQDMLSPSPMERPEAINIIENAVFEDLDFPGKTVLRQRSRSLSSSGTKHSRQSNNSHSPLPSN
EP2 mod – EP2 receptor modulators, cAMP readout, primary screen, cell-based, HTRF cAMP, PGE2 stimulation | Prostaglandin E2 receptor EP2 subtype (Homo sapiens), P43116 | EP2-expressing cells, cAMP HTRF FRET, PGE2 co-stimulation | induction, % at 25 µM | actives 0.83% (n = 260,000) | AID 940, 2007;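 active = compounds whose cAMP rise, as percent of the full-agonist control response, exceeds 60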;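 note: rat C6 glioma line stably carrying human EP2 under a CMV promoter; the protocol text gives 20 µM as final concentration; 100% = response of wells given 1 µM PGE2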
Runt-SMMHC FRET – inhibitors of RUNX1 Runt–CBFb-SMMHC binding, primary screen, biochemical, FRET, Cerulean-Runt, Venus-CBFb-SMMHC, uHTS. AID 1434, 2008. Cerulean-Runt/Venus-CBFb-SMMHC FRET ratio 530/480, 1 h. inhibition, % at 20 µM. actives 0.74% (n = 220,000);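 active = mean inhibition across duplicate retests at 20 µM reaching about 50%, limit read from the data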;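 note: 0% = DMSO wells and 100% = wells with excess untagged CBFb-SMMHC; inhibitors lower the FRET ratio by blocking Runt binding to CBFb-SMMHC; some results filed as inactive read as strong as hits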
TNF necrop inh – inhibitors of TNF-alpha triggered necroptosis, primary screen, cell-based, Jurkat FADD-/-, single concentration | Jurkat FADD-/- TNF necroptosis rescue, ATP luminescence, 24 h; 0 = TNF only, 100 = no-TNF cells | activation (protection from cell death), % at 10 µM | actives 0.068% (n = 220,000) | AID 463075, 2010;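 active = activation, meaning protection from cell death, of at least 50% relative to plate controls; inactive = activation below 50%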;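 note: necroptosis triggered by 40 ng/mL TNF-alpha added together with compound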
zVAD death inh – inhibitors of zVAD-triggered necroptosis, primary screen, L929 cells. actives 0.38% (n = 220,000). L929 zVAD necroptosis rescue, ATP luminescence, 24 h; with zVAD 60 µM. viability rescue, % at 10 µM. AID 1377, 2008;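 active = activation, scaled between plate controls, above about 75%, limit read from the data; inactive = activation under that limit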;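 note: 0% = zVAD with DMSO and 100% = DMSO alone without zVAD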
Runt-CBFb FRET – inhibitors of RUNX1 Runt–CBFb binding, primary screen, biochemical, FRET, Cerulean-Runt, Venus-CBFb, uHTS | inhibition, % at 20 µM | Cerulean-Runt/Venus-CBFb FRET ratio 530/480, 1 h | Runt-related transcription factor 1 (Homo sapiens) + Core-binding factor subunit beta … | actives 0.46% (n = 220,000);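 active = inhibition over about 50% at 20 µM in the single-dose screen, limit read from the data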;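 note: 0% = DMSO wells and 100% = excess unlabeled CBFb competitor control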
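Assay system: Cerulean-Runt domain / Medium: Tris 50 mM pH 7.5, KCl, K2SO4, 0.01% BSA / Timing: protein complex preformed 1 h, compound exposure 1 h, room temperature, dark / Measured by: FRET, excitation 422 nm, emission at 530 and 480 nm / Evaluation: loss of energy transfer signal / Control set: 5 µM unlabeled CBFb as full-inhibition high control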
RBBP9 inhibitor – human RBBP9 inhibitors, primary screen, biochemical, fluorescence polarization, FP-Rh probe, HTS. AID 1515, 2009. actives 0.2% (n = 220,000). recombinant RBBP9. inhibition, % at 7.94 µM. Serine hydrolase RBBP9 (Homo sapiens), O75884;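 active = inhibition above the campaign mean of all tested compounds plus 3 SD, cut at about 14% in these data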;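 note: plate controls were DMSO wells with RBBP9 for no effect and wells lacking RBBP9 protein for full effect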
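System: RBBP9 protein / Quantity: 2.5 µM RBBP9 dispensing solution, before mixing / Also added: Serine-hydrolase probe FP-Rh, 375 nM pre-mixing / Dosing: 7.94 µM single dose, 0.794% DMSO / Timing: enzyme-compound preincubation 30 min, then probe labeling 45 min, 25 °C / Signal: FP readout at 525/598 nm / Controls: DMSO-treated enzyme wells and wells lacking RBBP9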
The depositor's hits bear a star; · = no result given; & = joins results of further samples.

SMILES	PGE2 EP2 inh	Hck Nef HTS	PERK inh	EP2 mod	Runt-SMMHC FRET	TNF necrop inh	zVAD death inh	Runt-CBFb FRET	RBBP9 inhibitor
O=C(N/N=C/c1cccs1)C1CC(=O)N(c2ccccc2)C1 (stereo not drawn)	7.9	0.3	0.5	3.1	0.6	-2.8	0.2	·	-10.3
O=C1N(C2CCCC2)C[C@@H]2C[C@@H](c3cccn3-c3ccccn3)N3CCC[C@@]123	0.9	2.1	-0.8	-2.7	1.5	2.0	-0.1	1.4	0.0
CCCS(=O)(=O)c1ccc(COC(=O)c2ccc(NC(C)=O)cc2)cc1	6.3	11.9	0.5	-19.9	-1.2	2.4	79.1*	-2.7	-1.0
COc1ccc(Cn2c(C)c(C)c(C#N)c2NC(=O)Nc2cccc(C)c2)cc1	21.1	-1.0	0.3	-4.2	-0.2	0.1	0.0	4.2	-0.8
CC12CC3CC(C)(C1)CC(NCc1ccncc1)(C3)C2	9.4	-43.2	0.5	-42.0	-0.7	1.2	-0.9	0.3	-3.8
Cn1c(CN2CCCC2)nc2cc(NC(=O)COc3ccc(Cl)cc3)ccc21	9.9	0.5	-0.3	-15.1	1.4	1.3	0.5	-0.2	6.1
Cc1ccccc1NC1c2ccccc2C(=O)N1Cc1ccco1 (stereo not drawn)	10.8	0.4	-1.3	22.8	6.1	-1.8	-1.1	4.4	-5.8
Cc1cc(C(=O)Nc2sc3c(c2C#N)CCC(C(C)(C)C)C3)no1 (stereo not drawn)	14.3	-3.0	1.9	28.6	0.8	-7.7	0.1	-17.5	-14.9
O=C(O)CCC1OC(=O)C(O)=C1c1ccccc1 (stereo not drawn)	11.2	23.8	·	21.1	-4.9	0.5	0.6	0.1	·
CC(C)(C)NC(=O)C1CCCN(S(=O)(=O)c2cccc3cccnc23)C1 (stereo not drawn)	5.1	7.5	0.5	24.3	0.0	-0.7	1.9	1.9	-11.8
CCOC(=O)c1ccccc1NC(=O)/C=C/c1cc(OC)c(OC)c(OC)c1	9.7	-0.8	-0.5	49.0	-3.2	0.4	-0.3	-9.6	-4.5
S=C(NCc1ccccc1)NCc1ccc(CNC(=S)NCc2ccccc2)cc1	16.1	2.8	0.4	-77.3	-2.6	-0.5	-0.3	-0.2	-9.6
CCCNC(=O)CSc1nccn1Cc1ccco1	6.1	-14.3	1.3	-14.6	-3.3	0.8	1.1	1.7	-3.6
COCc1nc2ccccc2n1Cc1c(F)cccc1Cl	1.8&11.7	17.8	0.1	34.3&45.0	0.8	-1.1	-2.2	1.0	-5.7
CCOC(=O)Cn1cc(/C=N/N2C(=O)C3C4C=CC(C4)C3C2=O)c2ccccc21 (stereo not drawn)	9.5	-16.8	0.4	-0.6	-3.4	1.3	2.4	1.7	-3.7
Cc1sc(N)c(C#N)c1C	3.6	4.6	0.3	-5.0	25.0	3.0	0.7	41.0	-3.0
CC(=O)Nc1ccc(-c2csc(Nc3ccc(Cl)cn3)n2)cc1	4.2	22.2	0.1	-59.0	-5.3	-5.9	0.5	3.2	-6.8
COc1ccc(-c2nnc(SC(=O)N3c4ccccc4Sc4ccccc43)o2)cc1	5.3	-0.7	0.2	12.5	8.5	-25.4	-2.2	2.1	-6.7
COc1ccc(/C=C/C(=O)Nc2ccccc2C)cc1S(=O)(=O)N1CCOCC1	1.4	1.8	-0.5	3.9	-0.2	-7.7	0.4	0.2	-18.7
Cc1cc(C)c(NC(=O)CSc2nc3ccc(NC(=O)CSc4nnnn4-c4ccccc4)cc3s2)c(C)c1	6.9	3.4	0.6	19.5	-6.2	0.5	·	-5.6	-7.7
CC(=C1C(=O)c2ccccc2C1=O)N1CCN(C/C=C/c2ccccc2)CC1	5.0	-0.6	-0.4	-0.6	11.6	-1.2	1.9	18.1	-5.2
O=S(NCc1ccco1)C12CC3CC(CC(C3)C1)C2 (stereo not drawn)	17.0	8.2	1.4	-18.2	-1.5	-2.1	-0.2	0.0	-11.2
O=C(COc1ccccc1-c1ccccc1)N/N=C/c1ccncc1	12.7	8.3	-0.6	0.6	-0.7	0.8	-0.2	-3.0	-5.8
CCN(C(=O)COC(=O)c1c(C)c(-c2ccccc2)nc2ccccc12)C1CCS(=O)(=O)C1 (stereo not drawn)	5.1	27.7	0.8	12.4	1.6	4.5	1.9	-4.4	-1.5
COc1ccc(C(=O)Nc2ccc(Cl)c(S(=O)(=O)Nc3ccccc3OC)c2)cc1	6.4	-0.4	0.1	-0.7	-1.6	-7.6	-0.1	1.6	-22.0

More entries
SMILES	PGE2 EP2 inh	Hck Nef HTS	PERK inh	EP2 mod	Runt-SMMHC FRET	TNF necrop inh	zVAD death inh	Runt-CBFb FRET	RBBP9 inhibitor
Nc1ccc(N=Nc2ccccc2Cl)c(N)n1	7.2	34.1	2.1	-42.3	-8.9	-3.3	0.3	-8.1	2.5
Cc1ccc(C2CC2c2n[nH]c(=S)n2-c2ccc(Cl)cc2)cc1 (stereo not drawn)	5.8	-5.6	-1.6	53.2	15.0	-1.1	0.6	4.7	-10.6
O=C(CCN1C(=O)/C(=C/c2ccc3c(c2)OCO3)SC1=S)NNC(=O)c1cccnc1	13.5&3.4	-4.3	0.5	-16.0&-53.9	-68.6	-0.7	1.1	-24.0	3.5
CCOC(=O)c1ccc(NC(=O)COc2ccccc2CNC2CCCC2)cc1	9.8	-15.2	-1.2	-47.1	0.4	5.7	43.6	1.9	-3.6
COCCNC(=O)CS(=O)(=O)Cc1nc(-c2ccc(C)cc2)oc1C	10.7	1.8	2.0	-11.1	1.7	-2.3	0.4	0.9	-6.2
CSCCC(Nc1ncnc2ccc(Br)cc12)C(=O)O (stereo not drawn)	11.3	-0.4	0.0	44.0	2.3	-1.8	-0.1	1.2	-7.7
NS(=O)(=O)c1ccc(NC(=O)/C=C/c2ccccc2Cl)cc1	5.1	19.3	0.5	-27.8	3.3	-0.1	1.3	-0.4	-21.2
Cc1ccc(-c2cc(C(=O)Nc3nccs3)c3ccccc3n2)c(C)c1	11.6	2.2	-0.6	31.9	-2.3	-0.5	0.1	1.8	-7.7
Cc1ccc(S(=O)(=O)CC(=O)N2CCOCC2)cc1	15.2	17.6	1.0	46.6	-2.5	-1.1	10.0	1.4	-7.7
O=C(COC(=O)/C=C/C(=O)OCC(=O)NC12CC3CC(CC(C3)C1)C2)NC12CC3CC(CC(C3)C1)C2	21.6	-2.1	0.0	-62.9	-7.2	-23.7	0.0	-5.7	-1.7
COc1cc(C(=O)Nc2ccc(S(=O)(=O)N(C)c3ccccc3)cc2)cc(OC)c1OC	5.3	1.7	-0.4	-67.0	3.3	0.6	0.8	0.6	-21.5
O=C(NNC1CC(=O)N(c2cccc(Cl)c2)C1=O)c1cccnc1 (stereo not drawn)	2.6	4.6	0.7	25.0	-1.0	0.8	1.4	-1.6	-9.8
Cc1ccc(C)c(C(C)NC(=O)c2ccc(Br)o2)c1 (stereo not drawn)	11.6	3.9	0.8	-45.4	-0.2	-0.3	0.4	0.8	-1.1
Cc1ccc(NC(=O)COC(=O)/C=C/c2cccs2)cc1	5.2	4.2	2.4	-47.5	0.3	1.6	1.1	2.1	-8.8
Oc1ccc(N=Nc2c(O)ccc3ccccc23)cc1	18.2	0.2	-1.1	25.4	-5.5	-9.5	55.2	-0.4	6.5
O=C(CSc1nnc(-c2ccc(C(F)(F)F)cn2)s1)c1ccccc1	16.4	10.7	-0.5	-22.2	2.4	1.9	2.4	-0.1	-6.0
O=C(O)C1=C[C@@H](c2ccccc2)C[C@@H](OCc2ccc(CO)cc2)O1	10.4	2.2	0.4	-17.0	-11.5	1.6	0.7	1.1	0.5
Oc1ccccc1C1=NOC(O)(C(F)F)C1 (stereo not drawn)	7.7	1.1	0.9	-15.0	-2.7	-1.2	0.1	·	-5.3
Oc1cccc2cc3cccc(O)c3c(O)c12	15.8	3.7	1.6	-17.1	-25.1	-1.3	-0.1	-5.3	8.2
COc1cc(/C=N/NC(=O)Cc2ccccc2)ccc1Oc1ccc([N+](=O)[O-])cc1[N+](=O)[O-]	7.6	1.7	0.7	-47.5	-48.4	4.0	·	-0.3	-8.9
Cc1ccc(C)c(NC(=O)c2sc(Cl)nc2-c2ccccc2)c1	-0.4	9.6	0.2	40.7	2.3	-1.1	0.0	-1.6	1.4
CCOc1ccc(Nc2nc(CC(=O)OC)cc(=O)[nH]2)cc1	11.4	13.3	1.2	-13.4	-7.9	-1.5	0.2	-1.6	5.3
O=C(CC1Nc2cccc3cccc(c23)NC1=O)Nc1ccccc1 (stereo not drawn)	2.7	13.8	-0.3	-57.4	-61.0	2.0	4.6	-5.1	16.1*
CC(C)NCCCOc1ccc(Cl)cc1Br	12.9	0.2	-0.5	-12.2	0.7	-4.2	1.4	3.9	-8.8
Cc1ccc(CNC(=O)C2CCCN(c3nc(C)cc(C)n3)C2)cc1 (stereo not drawn)	13.2&2.0	22.4	-0.2	0.5&24.2	2.4	-0.9	12.3	1.3	-10.7
CCCSc1nc2ccccc2n1CC(=O)O	0.9	1.4	0.9	22.8	-0.7	0.1	-0.8	0.6	-3.0
Cc1cc(C)nc(N(C#N)Cc2cccc([N+](=O)[O-])c2)n1	7.0	-5.3	-0.3	25.1	-4.2	-0.6	0.8	1.6	-4.6
Cc1ccccc1-c1nnc(SCC(=O)N(CC(C)C)c2c(N)n(CC(C)C)c(=O)[nH]c2=O)n1C	11.2	22.7	0.6	-12.8	2.7	-0.4	-0.2	-1.3	-9.7
Cn1c(CN2CCCCC2)nc2cc(NS(=O)(=O)c3ccc(Cl)cc3)ccc21	21.1	0.0	-1.1	-36.4	-3.9	-1.6	1.0	0.0	-10.1

An excerpt from above in order of their number in Runt-CBFb FRET, highest first.
canonical_smiles	Runt-CBFb FRET
Cc1ccc(NC(=O)COC(=O)/C=C/c2cccs2)cc1	2.1
COCCNC(=O)CS(=O)(=O)Cc1nc(-c2ccc(C)cc2)oc1C	0.9
O=C(CCN1C(=O)/C(=C/c2ccc3c(c2)OCO3)SC1=S)NNC(=O)c1cccnc1	-24.0

These rows are one share of the data (hit frequency here may not be typical).
